FEN1 inh – qHTS Assay for the Inhibitors of Human Flap endonuclease 1 (FEN1); 0.35% of 390,000 active; AID 588795, 2011; Recombinant FEN1 flap cleavage, fluorescence, 15 min; P39748; Potency, µM (doses to about 114 µM), without a hit: at the highest dose activity change, negative = inhibition, hits mostly inhibitors; note: nearly all actives have a fitted effect of over 65% in size
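Nuclease activity of 10 nM FEN1 was measured after 15 min of room-temperature exposure to titrated compounds, by adding 50 nM flap substrate and reading plates at 0 and 15 min.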
GCN5L2 inh – qHTS Assay for Inhibitors of GCN5L2. Histone acetyltransferase KAT2A (Homo sapiens), Q92830. GCN5L2 HAT assay, ThioGlo1 CoA-SH fluorescence. Potency, µM (highest dose often 58.9 µM), for inactives: at the top dose activity change, negative = inhibition, usual class: inhibitors. 0.21% of 390,000 active
Target sequence (Q92830 whole entry, looked up): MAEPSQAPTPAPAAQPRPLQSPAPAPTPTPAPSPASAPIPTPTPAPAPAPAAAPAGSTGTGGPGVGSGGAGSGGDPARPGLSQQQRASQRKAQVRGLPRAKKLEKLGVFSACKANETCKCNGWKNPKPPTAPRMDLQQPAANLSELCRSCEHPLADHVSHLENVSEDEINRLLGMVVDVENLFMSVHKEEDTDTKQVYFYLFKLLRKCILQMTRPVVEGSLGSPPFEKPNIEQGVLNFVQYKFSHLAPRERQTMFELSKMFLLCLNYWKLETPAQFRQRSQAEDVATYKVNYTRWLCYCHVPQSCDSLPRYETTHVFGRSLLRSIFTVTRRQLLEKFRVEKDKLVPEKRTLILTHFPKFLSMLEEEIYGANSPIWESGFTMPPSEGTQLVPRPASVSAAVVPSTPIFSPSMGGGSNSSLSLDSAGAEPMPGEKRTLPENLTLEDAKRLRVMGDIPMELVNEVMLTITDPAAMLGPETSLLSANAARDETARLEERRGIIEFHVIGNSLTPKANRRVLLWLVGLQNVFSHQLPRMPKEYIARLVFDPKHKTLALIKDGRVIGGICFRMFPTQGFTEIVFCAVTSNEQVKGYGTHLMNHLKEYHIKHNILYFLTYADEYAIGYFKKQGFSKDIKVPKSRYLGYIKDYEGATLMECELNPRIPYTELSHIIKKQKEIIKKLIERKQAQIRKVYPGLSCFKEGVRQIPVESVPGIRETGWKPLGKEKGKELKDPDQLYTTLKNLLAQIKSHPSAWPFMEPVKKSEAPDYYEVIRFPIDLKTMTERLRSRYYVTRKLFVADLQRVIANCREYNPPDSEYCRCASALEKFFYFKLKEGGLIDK
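Titration-based screen in which CoA formation is detected via maleimide probe ThioGlo1 (50uM) turning fluorescent on thiol reaction; substrates H3(1-25) 75uM and acetyl-CoA 70uM, GCN5L2 20nM, 20 min incubation at room temperature.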
DT40 TDP1 CPT – qHTS for Inhibitors of human tyrosyl-DNA phosphodiesterase 1 (TDP1): qHTS in cells in presence of CPT; Potency, µM (doses to about 46.2 µM), for the others: at the highest dose activity change, negative = growth inhibition, hits mostly inhibitors; chicken DT40 Tdp1-/-;hTDP1 cells + 20 nM CPT, ATP luminescence, 48 h; 12% of 420,000 active; note: nearly all actives have a fitted effect of over 55% in size
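Cell growth measured by CellTiter-Glo luminescence after a minimum 48 h, 37 C compound exposure with 20 nM CPT in Tdp1-knockout DT40 cells stably expressing hTDP1, seeded 400/well; qHTS titration format.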
The depositor's hits bear a star; ? = inconclusive; nt = not tested or not shown; & = joins results of further samples; [ ] = another dose, or the depositor's remark. Calls come from the whole dose curve; as a rule, active = well fitted curve in the direction sought with a large enough effect; inconclusive = small, poorly fitted or top-dose-only effect, or another doubt; inactive = no such curve, though single readings can be large; an effect the other way counts as inactive or inconclusive. % is set by controls: 0 for no effect and ±100 for the full control effect; potency is the fitted concentration of half-maximal effect.

SMILES | FEN1 inh | GCN5L2 inh | DT40 TDP1 CPT
COc1ccc(N=C2CCCN2CC(N)=O)cc1 | 4% | 2% | -19%
Cc1ccc(S(=O)(=O)c2ncccc2[N+](=O)[O-])cc1 | -4% | -2% | 1.2µM*
O=C(O)COc1c(Cl)cc(/C=C2/NC(=O)NC2=O)cc1Br | 9% | -10% | -9%
COc1ccc2sc(-c3ccccc3OC)c(-c3ccc(OCCN4CCCC4)cc3)c2c1 | 7% | -3% | ?
COCCn1c(C)cc(C(=O)COC(=O)Cc2n[nH]c(=O)c3ccccc23)c1C | 9% | -6% | ?
CC(Oc1ccccc1)C(=O)N1CCC2(CC1)Oc1ccc(F)cc1C(=O)C21CC(c2ccccc2)=NO1 (stereo not given) | -3% | nt | ?
O=C(CSc1nnc(Cc2ccccc2)n1-c1ccccc1)N1CCOCC1 | 1% | -6% | 5%
Cc1c(CC(=O)NCCCCCC(=O)O)c(=O)oc2cc3occ(-c4ccccc4)c3cc12 | -13% | ? | 12%
O=C(CCN1C(=O)[C@@H]2Cc3ccccc3CN2C1=O)N[C@H](C(=O)O)c1ccccc1 | 6% | -4% | 4%
O=C(NC(=S)N1CCCCCC1)c1ccc(Cl)cc1Cl | 12% | -6% | ?
O=C(Sc1nnc(-c2ccccc2)o1)N1c2ccccc2Sc2ccccc21 | -20% | -5% | 21µM*
O=C1CC(c2ccccc2)(c2ccccc2)c2ccccc21 | -19% | nt | 0%
O=C(O)c1ccc(CN2C(=O)c3cccc4c([N+](=O)[O-])ccc(c34)C2=O)cc1 | -8% | -6% | 15µM*
CC1CCCC(NC(=O)COC(=O)/C=C/c2ccco2)C1C (stereo not given) | -6% | -6% | ?
CCCCn1ccnc1C(=O)c1ccc(S(=O)(=O)N2CCCC2)cc1 | -14% | -4% | ?
CCN(C(=O)COC(=O)c1cccc(S(=O)(=O)NCc2ccccc2)c1)c1ccccc1 | -2% | -2% | ?
COc1cc(NC(=O)CN(C)CCOc2ccccc2)c(C)cc1[N+](=O)[O-] | -1% | -3% | ?
COc1ccccc1N(CCC#N)C(=O)CSc1nc(-c2ccccc2)cn1N | -1% | -2% | -14%
Cc1ccc(-n2nnnc2SCc2nnc(-c3ccccc3Br)o2)c(C)c1 | -9% | -7% | ?
CC(=O)c1ccc(N2CCN(c3ccc(S(=O)(=O)N4CCN(C)CC4)cn3)CC2)cc1 | 2% | -9% | -33%
O=C(NCCCN1CCC(Cc2ccccc2)CC1)C1CCN(S(=O)(=O)N2CCOCC2)CC1 | -12% | 0% | -19%
Cc1ccccc1OCC(=O)NC(C)c1ccccc1 (stereo not given) | 17% | ? | ?
CCOCC(=O)Nc1nc2ccc(S(C)(=O)=O)cc2s1 | -7% | -24% | 11%
S=C(Nc1ccc2c(c1)OCO2)N1CCN(Cc2ccco2)CC1 | 12% | -1% | ?
Cc1cc(C)c(S(C)(=O)=O)c(Oc2ccc(C(C)(C)C)cc2)n1 | 0% | -2% | -16%
Cc1ccc(N=Nc2c(O)[nH]c3ccc(F)cc23)cc1 | 4% | 6% | 1%
c1cnn(Cc2cnc(N3CCOCC3)s2)c1 | 2% | 2% | -4%
Cc1ccc(NCc2nnc(SCC(=O)N(Cc3ccccc3)C(C)(C)C)o2)c(C)c1 | -9% | -8% | ?
CCOc1ccc(N2CC(C(=O)NNC(=O)c3ccc(F)cc3)CC2=O)cc1 (stereo not given) | 17% | -9% | 4%
Nc1ccc(-c2nc3c(Cl)c(N)ccc3[nH]2)cc1 | -26% | ? | ?

Some of the entries above in another layout.
Below each SMILES: FEN1 inh | GCN5L2 inh | DT40 TDP1 CPT
> COc1ccc2sc(-c3ccccc3OC)c(-c3ccc(OCCN4CCCC4)cc3)c2c1
    7% | -3% | ?
> COCCn1c(C)cc(C(=O)COC(=O)Cc2n[nH]c(=O)c3ccccc23)c1C
    9% | -6% | ?
> CC(Oc1ccccc1)C(=O)N1CCC2(CC1)Oc1ccc(F)cc1C(=O)C21CC(c2ccccc2)=NO1 (stereo not given)
    -3% | nt | ?
> O=C(CSc1nnc(Cc2ccccc2)n1-c1ccccc1)N1CCOCC1
    1% | -6% | 5%
> Cc1c(CC(=O)NCCCCCC(=O)O)c(=O)oc2cc3occ(-c4ccccc4)c3cc12
    -13% | ? | 12%
> O=C(CCN1C(=O)[C@@H]2Cc3ccccc3CN2C1=O)N[C@H](C(=O)O)c1ccccc1
    6% | -4% | 4%

Quoted at random: 3 compounds from above
SMILES | FEN1 inh | GCN5L2 inh | DT40 TDP1 CPT
O=C(NCCCN1CCC(Cc2ccccc2)CC1)C1CCN(S(=O)(=O)N2CCOCC2)CC1 | -12% | 0% | -19%
Cc1ccc(NCc2nnc(SCC(=O)N(Cc3ccccc3)C(C)(C)C)o2)c(C)c1 | -9% | -8% | ?
COc1ccccc1N(CCC#N)C(=O)CSc1nc(-c2ccccc2)cn1N | -1% | -2% | -14%

(listing goes on)
SMILES | FEN1 inh | GCN5L2 inh | DT40 TDP1 CPT
CC(C)NC(=O)c1ccc(-c2ccc(Cl)c(C(F)(F)F)c2)o1 | 6% | -7%[0.501 µM] | -1%
O=S(=O)(NC(CO)Cc1ccccc1)c1ccc(Br)cc1F (stereo not given) | -9% | nt | -5%
Nc1nc(Sc2ccc([N+](=O)[O-])c3nonc23)c2[nH]cnc2n1 | 20µM* | nt | 1.8µM*
Cc1cccc(N2CC(C(=O)Nc3nnc(SCC(=O)Nc4nccs4)s3)CC2=O)c1 (stereo not given) | -1% | -6% | 2%
COc1ccc2cc(C(=O)N3CCOCC3)sc(=O)c2c1OC | 11% | -3% | -23%
CC(=O)CCSc1ncnc2sc(-c3ccccc3)cc12 | -18% | -2% | ?
CC(=O)c1ccccc1NC(=O)c1cc(S(=O)(=O)N2CCOCC2)ccc1N1CCCC1 | 18% | 2% | ?
O=C(OCn1nnc2ccccc2c1=O)C1=COCCO1 | 9% | 2% | -12%
CC(NC(=O)c1ccco1)C(=O)N1CCN(c2cccc(C(F)(F)F)c2)CC1 (stereo not given) | 1% | 1% | 13µM*
COc1ccc(CCC(=O)OCC(=O)NCc2ccc(OC)c(OC)c2)cc1OC | 2% | -4% | -1%
O=C(Nc1ccc(Br)cn1)c1cnn2c1NC(=C1CC1)C=C2C(F)F | 19% | nt | 1%
O=C(COC(=O)COc1ccccc1F)Nc1ccc2c(c1)OCO2 | 4% | 0% | -13%
O=C(/C=C/c1cccc(Cl)c1)NCCc1ccccc1 | -17% | 33%[activator] | -26%
CCOC(=O)C1CCCN(C(=O)Cn2ncc3c4ccccc4n(Cc4ccccc4)c3c2=O)C1 (stereo not given) | 0% | 1% | ?
COCc1cc(CNC(=O)C2CCC(=O)N(Cc3ccccc3F)C2)[nH]n1 (stereo not given) | 2% | 0% | -5%
COc1ccc(CNS(=O)(=O)c2cc(CN3C(=O)c4cccnc4C3=O)ccc2OC)cc1 | 17% | 0% | -5%
CCOc1c2c(c(-c3ccc4c(c3)OCO4)c3cc(OC)c(OC)cc13)C(=O)OC2 | -1% | nt | 0.89µM*
Cc1c(C(=O)N2CCCCC2)c(S(=O)(=O)Nc2ccc(F)cc2F)c(C)n1C | -6% | -5% | -11%
COC(=O)[C@@H]1[C@@H](C)N(Cc2ccccc2)C(=O)N[C@H]1c1cccc(C(F)(F)F)c1 | -9% | 9% | ?
CN1CCN(S(=O)(=O)c2cccc(C(=O)NC3CCCC3)c2)CC1 | -2% | -4% | -5%
COCCN1C(=O)N[C@@H](c2ccccc2)C(C(=O)OC)=C1C | -3% | 1% | -15%
Cc1cc(F)ccc1N1CCC(N2CCN(C)C(CCO)C2)CC1 (stereo not given) | 6% | -12% | -17%
O=C(NCCN1CCOCC1)c1cccc(Br)c1 | 0% | nt | 3%
Cc1cccc(N(C)C(=O)c2cc(S(=O)(=O)N3CCCC3)cn2C)c1 | -2%&1% | -3%&-7% | 0%&-5%
N#C/C(=C\c1cccnc1)c1ccccn1 | 0% | -4% | -3%
O=C(O)[C@@H]1CC(O)CN1C(=O)CCc1c[nH]c2ccccc12 (stereo not given in full) | 1% | -3% | -13%
Cc1ccccc1C(=O)Nn1cnc2ccccc2c1=O | 3% | -4% | 0%
COc1cc(CC(=O)OCC(=O)NCc2ccco2)cc(OC)c1OC | 4% | -3% | 2%
COc1cccc(-c2cn3c(n2)sc2cc(C(=O)NCCc4ccc(OC)c(OC)c4)ccc23)c1 | 0% | -8% | 4.6µM*
NC(=O)Cc1ccc2sc(-c3ccccc3)nc2c1 | 10% | 1% | -9%
CCOc1ccc(N(CC(=O)Nc2cccc(OC)c2)S(=O)(=O)c2c(C)noc2C)cc1 | -19% | -19% | 13µM*
C[C@@H]1CN(C(=O)c2cc(COc3cccc(C(F)(F)F)c3)on2)C[C@H](C)O1 | -1% | -1% | ?
CS(=O)(=O)N(Cc1ccccc1)c1ccc(C(=O)N2CCN(c3cccc(Cl)c3)CC2)cc1 | -9% | -16% | 11µM*
CSCC[C@H](NC(=O)COc1ccc(Cl)cc1)C(=O)N1CCC2(CC1)NCCc1[nH]cnc12 | -30% | -3% | -9%
Cc1ccc(/C=N/NC(=O)CNC(=O)COc2ccc(Cl)cc2)o1 | 5% | -3% | -7%
CCC(C(=O)NCCCN1CCN(C)CC1)n1nc(C)n2c(cc3occc32)c1=O (stereo not given) | 1% | ? | -12%
COc1cccc(CNCc2cccc(Br)c2)c1OC | 3% | -4% | ?
CC(C)NS(=O)(=O)c1ccc(OCC(=O)N2CCc3ccccc3C2)cc1 | -15% | 6% | -1%
CC(NCC(=O)Nc1ccccc1C(=O)NC1CC1)c1ccco1 (stereo not given) | 1% | -4% | 11%
CCOC(=O)C1CCCC12Nc1cccc3cccc(c13)N2 (stereo not given) | -4% | nt | 18µM*
COc1cccc(CNc2cc(C)nc3nc(-c4ccc(C)cc4)nn23)c1 | -4% | 1% | nt
Nc1cc(=O)nc(SCC(=O)N2CCN(c3ccccc3)CC2)n1-c1ccc(F)cc1 | 13% | -3% | -7%
S=c1[nH]nc(COc2cccc3ccccc23)n1Cc1ccccc1 | -10% | 0% | 15%
O=C(COC(=O)CCCN=C1NS(=O)(=O)c2ccccc21)NNC(=O)c1ccccc1 | -5% | -2% | -1%
C/C=C/c1ccc(OCCSc2nc(C)cc(=O)[nH]2)c(OC)c1 | -2% | -1% | -26%
C=CCN(CC(=O)O)S(=O)(=O)c1ccccc1C(F)(F)F | 5% | -5% | 0%
N#C/C(=N\Nc1ccccc1F)C(=N)N1CCCCC1 | -3% | -6% | -16%
O=C(COC(=O)Cn1cnc2ccccc21)Nc1ccc2c(c1)OCCO2 | -3% | -4% | -16%
CCOC(=O)N1CCN(C(=O)CN(c2ccc(OC)c(OC)c2)S(C)(=O)=O)CC1 | 3% | -1% | 0%
O=C(CCCSc1nc2ccccc2[nH]1)NCc1ccco1 | -2% | -2% | -1%
CN(Cc1ccccc1)S(=O)(=O)c1ccc(Cl)c(C(=O)O)c1 | 16% | -2% | -9%
COC(=O)c1cccc(NC(=O)CCCOc2cccc(C)c2)c1 | -11% | -15% | 9%
CN(C)c1ccc(CNC(=O)Cc2ccc(NC(=O)N3CCCCc4ccccc43)cc2)cc1 | -6% | -10% | ?
O=C(O)c1ccc2c(c1)CCC2 | 0% | 2% | ?
CCOC(=O)C1CCCN(CC(=O)Nc2c(C(=O)OC)[nH]c3ccc(C)cc23)C1 (stereo not given) | -15% | -7% | ?
O=C(NCc1cccs1)C1CC1 | 0% | -10% | 45%[activator]
COc1ccc(NC(=O)CSc2ccc3ccccc3c2)cc1S(=O)(=O)N1CCCCC1 | -18% | -7% | 23µM*
COc1ccc(CNC(=O)CSc2nc3ccc(OC)cc3[nH]2)cc1 | -3% | -24% | -23%
Cc1cc(-c2nc(C)c(C(=O)NNS(=O)(=O)c3ccccc3)s2)no1 | 20% | -2% | -16%
C#CC(C)(CC)NC(=O)Cn1nnc(-c2ccc(OCc3ccccc3Cl)cc2)n1 (stereo not given) | 14% | -6% | ?

Other results
SMILES | FEN1 inh | GCN5L2 inh | DT40 TDP1 CPT
O=C(CN1C(=O)c2ccccc2S1(=O)=O)N1CCc2ccccc21 | -7% | -3% | -15%
Cc1ccccc1NC(=O)CSc1n[nH]c(-c2ccccn2)n1 | -22% | -27% | 18µM*
Cc1nc2ccc3nc(NC(=O)c4ccc5c(c4)OCCO5)sc3c2s1 | -21%&0% | 1% | ?
Cc1cccc(NC(=O)/C(C#N)=C/c2cn(CC(=O)NCc3ccco3)c3ccccc23)c1C | -3% | -1% | ?
CC1CCN(C(=O)c2ccccc2NC(=O)c2cccs2)CC1 | -8% | -21% | 3%
O=C(CN1C(=O)C(=O)c2ccccc21)c1ccc(Cl)cc1 | 1% | -8% | 5.8µM*
CN(C)CCCN(C(=O)c1ccc(Br)s1)c1nc2cc3c(cc2s1)OCCO3 | -16% | -5% | 29µM*

High-throughput results as filed in PubChem.

These rows are one share of the data, so the mix of outcomes need not match the whole.
